# Myeloid diff MLP: induction of myeloid progenitor differentiation, primary screen, cell-based, flow cytometry, MLPCN library. ER-HoxA9 myeloid progenitors, lysozyme-GFP differentiation. calls only at 10 µM. 360,000 tested, 1% active. AID 624256, 2012;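 active = normalized GFP-positive differentiation at or above the plate's own cutoff, the solvent-only control mean plus 3 SD; inconclusive = no clear call, values can overlap the other calls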;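 note: cells exposed to compound for four days before flow analysis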
# GPR55 LPI antagonism: GPR55 antagonists blocking LPI-driven arrestin recruitment, primary screen, imaging, U2OS, beta-arrestin-GFP, LPI agonist (AID 2013); G-protein coupled receptor 55 (Homo sapiens); U2OS GPR55 beta-arrestin-GFP translocation imaging, LPI antagonism; higher % means a stronger effect; one-dose inhibition, % at 10 µM; IC50 in µM for titrated hits; 290,000 tested, 0.13% active;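 active = spots per cell inhibited over 60%, with over 100 cells counted and total cytoplasm intensity under 500,000; inconclusive = wells with under 100 cells, flagged as likely toxic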;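 note: U2OS cells stably carrying GPR55 and arrestin-GFP stimulated by 5 µM LPI near EC80; imaged beta-arrestin-GFP aggregate spots per cell after agonist stimulation; plate controls were LPI-stimulated DMSO wells for no effect and DMSO wells without LPI for full effect; some results filed as inactive read as strong as hits; confirmed hits need IC50 under 10 µM and bright autofluorescent wells are also inconclusive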
# NTR1 ag: agonists of NTR1, primary screen, imaging, U2OS cells, beta-arrestin-GFP, high content (AID 493036) | activation, % at 20 µM | Neurotensin receptor type 1 (Homo sapiens), P30989 | 330,000 tested, 0.17% active | NTR1-U2OS beta-arrestin-GFP spot imaging, agonist mode;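 active = activation at or above 40% of the spot to cytoplasm intensity ratio, with at least 20 cells analyzed; inconclusive = wells under 20 cells, flagged as cytotoxic or low count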;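 note: 0% = DMSO without peptide and 100% = 100 nM NTR1 peptide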
# Target sequence (P30989 whole entry, looked up): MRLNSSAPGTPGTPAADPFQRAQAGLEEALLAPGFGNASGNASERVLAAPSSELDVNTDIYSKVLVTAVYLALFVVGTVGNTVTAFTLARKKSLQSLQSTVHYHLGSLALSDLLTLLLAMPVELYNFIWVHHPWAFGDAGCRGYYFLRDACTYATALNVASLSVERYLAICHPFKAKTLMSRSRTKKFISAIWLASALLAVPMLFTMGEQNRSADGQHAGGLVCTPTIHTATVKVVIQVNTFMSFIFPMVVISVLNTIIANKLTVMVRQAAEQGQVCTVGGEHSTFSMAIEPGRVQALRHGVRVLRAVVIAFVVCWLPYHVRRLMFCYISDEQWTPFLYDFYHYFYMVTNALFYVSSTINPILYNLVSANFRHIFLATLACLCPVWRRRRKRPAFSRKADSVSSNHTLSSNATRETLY
# PhoP inhibition: inhibitors of PhoP regulon expression, primary screen, Salmonella Typhimurium, GFP reporter (AID 1863); S. Typhimurium PhoP-regulated promoter GFP reporter, 4 h; higher % means a stronger effect; one-dose inhibition, % at 50 µM; IC50 in µM for titrated hits; 300,000 tested, 0.16% active;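 active = inhibition over 29.93%, a cutoff 3 SD above the screen mean, later confirmed by dose response; inconclusive = inhibition over 29.93% but no dose response follow-up; inactive = inhibition at most 29.93% or unconfirmed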;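 note: 0% = low Mg2+ inducing control and 100% = high Mg2+ repressing control; strong numbers were not always called active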
# Rac1 GTP hydrolysis: MgcRacGAP GTPase-activating activity inhibitors, confirmation, biochemical, ADP Hunter fluorescence. Rac GTPase-activating protein 1 (Homo sapiens). MgcRacGAP-stimulated Rac1 GTP hydrolysis, ADP Hunter fluorescence; higher % means a stronger effect; GST-tagged Rac1 F28L mutant substrate. inhibition, % at 30 µM, or IC50 in µM where a hit was titrated. 340,000 tested, 0.6% active. AID 624330, 2012;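 active = first-screen hits whose inhibition reached a set limit at any dose in the follow-up dose series; inconclusive = inhibition above the set first-screen limit but never retested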;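 note: fluorescence reports GDP produced by GAP-driven GTP hydrolysis; strong numbers were not always called active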
# SIAH1 antagonists: Siah-1 peptide-binding antagonists, primary screen, biochemical, fluorescence polarization, rhodamine-plectin, uHTS (AID 1817); Siah-1 / rhodamine-plectin peptide fluorescence polarization; higher % means a stronger effect; one-dose displacement, % at 20 µM; IC50 in µM for titrated hits; 290,000 tested, 0.02% active;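 active = displacement of at least 50% at 20 µM, with a fluorescence ratio check between 0.3 and a set limit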;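 note: plate controls were Siah plus tracer with DMSO for no effect and tracer alone without Siah for full effect; strong numbers were not always called active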
# HIV peptide binding: inhibitors of HIV fusion peptide binding, primary screen, biochemical, uHTS, fluorescence dequenching (AID 1986). cell-free peptide binding, fluorescence dequenching, 30 min; higher % means a stronger effect. inhibition, % at 20 µM, or IC50 in µM where a hit was titrated. 290,000 tested, 0.3% active; in the data active = inhibition mostly above about 52%, no sharp cut-off; inactive = mostly below about 76%; note: some results filed as inactive read as strong as hits
# GPR35 antagonists: GPR35 antagonists blocking zaprinast-driven arrestin recruitment, primary screen, imaging, U2OS, beta-arrestin-GFP, zaprinast agonist (AID 2058) | U2OS GPR35 beta-arrestin-GFP translocation imaging, zaprinast antagonism; higher % means a stronger effect | 290,000 tested, 0.052% active | one-dose inhibition, % at 10 µM; IC50 in µM for titrated hits | G-protein coupled receptor 35 (Homo sapiens);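 active = inhibition of at least 50% with at least 30 cells and total cytoplasm GFP at most 10,000,000; inconclusive = under 30 cells or total GFP of 10,000,000 plus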
# LYP phosphatase: inhibitors of LYP phosphatase, biochemical, fluorescence intensity, uHTS (AID 1779); 290,000 tested, 0.054% active; Tyrosine-protein phosphatase non-receptor type 22 (Homo sapiens); inhibition, % at 11.5 µM; hits with a dose series show IC50 in µM; recombinant LYP phosphatase, fluorescence intensity; higher % means a stronger effect; in the data active = inhibition above about 50%;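 note: plate controls were vehicle with enzyme for no effect and no enzyme for full effect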
# NTR1 ag cell count 20 µM: also measured in NTR1 ag; calls as there; cell count; measured here: cell count, cytotoxicity flag
# Myeloid diff MLP GFP+ MAC1+ %: further read-out of Myeloid diff MLP, marked with its call; GFP+ MAC1+ double positive, %; measured here: differentiation confirmed by MAC1 staining
# Active calls of the source: *; i = inactive; ? = inconclusive; . = no result given.
SMILES,Myeloid diff MLP,Myeloid diff MLP GFP+ MAC1+ %,GPR55 LPI antagonism,NTR1 ag,NTR1 ag cell count 20 µM,PhoP inhibition,Rac1 GTP hydrolysis,SIAH1 antagonists,HIV peptide binding,GPR35 antagonists,LYP phosphatase
COc1ccc(CNCc2ccccc2C(F)(F)F)cc1,i,0.1,1%,0.2,43,4%,30%,4%,-0.5%,-8%,-9%
CCc1nnc(NC(=O)Cc2ccc(OC)cc2)s1,i,2.0,-3%,-0.5,95,10%,-4%,-3%,-2.2%,15%,-1%
COc1cc2c(C(=O)NCc3ccc4c(c3)OCO4)cn(C)c(=O)c2cc1OC,i,0.2,31%,0.8,50,-5%,3%,0%,-1.7%,-3%,-4%
O=S(=O)(NCC1CCCO1)c1ccc(S(=O)(=O)N2CCc3ccccc3C2)cc1 (centres undefined),?,.,3%,1.5,65,0%,6%,1%,-1.7%,5%,-4%
COc1ccc(NC(=O)C2C3C=CC4(CN(Cc5cccnc5)C(=O)C24)O3)c(OC)c1 (centres undefined),i,0.8,11%,-0.9,45,-4%,-1%,4%,0.4%,-11%,4%
O=C(Cn1c(N2CCN(C/C=C/c3ccccc3)CC2)nc2ccccc21)c1ccccc1,.,.,3%,7.3,45,8%,.,-2%,-2.5%,-13%,0%
CC(C)N(C(=O)Cn1cc(S(=O)(=O)CC(=O)NCc2ccc(F)cc2)c2ccccc21)C(C)C,i,0.2,2%,-0.1,61,-3%,4%,-5%,-0.9%,-8%,-9%
CC1CCN(C(=O)c2cccc(S(=O)(=O)N3CCCc4ccccc43)c2)CC1,i,0.7,.,0.8,50,2%,2%,.,.,.,.
COc1cc(/C=C\C(=O)O)cc(S(=O)(=O)N2CCCCCC2)c1OC,i,0.5,3%,0.3,56,.,12%,12%,3.2%,2%,-9%
C#CCOc1coc(COC(=O)c2ccccc2)cc1=O,i,0.3,-6%,2.1,65,2%,12%,3%,0.3%,16%,-8%
COc1ccc(C(CNC(=O)c2oc3ccc(Cl)cc3c2C)N2CCCCC2)cc1 (centres undefined),i,0.0,20%,12,49,16%,4%,0%,-1.3%,-1%,-14%
O=C(O)/C=C/C(=O)NCCc1ccc(Cl)cc1,i,0.5,6%,0.4,60,-2%,16%,4%,-1.4%,11%,-3%
COc1ccc(/C=C2/SC(=S)N(CCCC(=O)N3CCN(C)CC3)C2=O)cc1,i,0.4,-4%,1.2,41,0%,7%,-1%,-2.4%,-2%,2%
CN(C)/C=C/C(=O)c1nnn(C2CCCCC2)c1NC1CCCCC1,i,1.9,2%,-0.4,57,-5%,5%,-2%,-2.1%,7%,2%
CC1CCCN(CCOc2ccc(Br)cc2)C1 (centres undefined),i,1.1,4%,-0.2,70,-1%,12%,-3%,0.5%,-8%,-8%
C/C(=N\O)c1c(O)cc(-c2ccccc2)n(-c2ccccc2)c1=O,i,0.2,4%,-0.1,52,-4%,.,0%,-2.5%,-6%,1%
CCCOc1ccccc1C(=O)N(Cc1ccc(C)o1)C1CCS(=O)(=O)C1 (centres undefined),i,0.5,2%,-0.4,51,-1%,7%,1%,-2.2%,-1%,-13%
COc1ccc(CCNC(=O)c2cc(C3CC3)on2)cc1OC,i,0.3,8%,1.8,65,-5%,9%,-2%,-1.7%,-4%,-1%
O=C(O)Cc1ccc(NC(=O)c2ccc(Cl)c(Cl)c2)cc1,i,0.2,-2%,-0.3,51,-4%,14%,0%,2.8%,-24%,-6%
Cc1nc(NCc2ccc(S(N)(=O)=O)cc2)c2c(C)c(C)sc2n1,i,2.2,4%,0.4,62,7%,0%,2%,0.5%,7%,-12%
Cc1ccnc(NC(=O)CCC2COc3ccccc3O2)c1 (centres undefined),i,1.5,20%,0.1,51,-8%,4%,3%,0.8%,7%,-9%
O=C(O)c1ccccc1C(=O)NCCCn1ccnc1,i,0.3,8%,0.9,60,5%,10%,-5%,-1.4%,-5%,-11%
CC1CCN(C(=O)c2cc(-c3ccco3)on2)CC1,i,1.8,11%,-1.2,35,-5%,-4%,-3%,0.6%,13%,-13%
O=C1NC(c2cc3c(cc2Cl)OCO3)Oc2ccccc21 (centres undefined),i,0.6,-5%,-1.6,91,0%,6%,2%,-0.5%,0%,-10%
COc1cccc(C(=O)O/N=C(\N)c2ccc([N+](=O)[O-])cc2)c1OC,i,0.4,2%,1.4,43,5%,-3%,2%,-0.8%,10%,-10%
CCSc1nnc(NC(=O)COc2cccc3ccccc23)s1,i,0.3,11%,0.6,56,0%,0%,0%,-0.1%,-10%,-1%
CCOC(=O)C1=NN(C(=O)Cc2ccccc2)C(O)(c2ccc(Cl)cc2)C1 (centres undefined),i,2.1,11%,1.5,70,-13%,8%,-1%,-1.3%,15%,1%
O=CNCC(=O)NC1CCCCCC1,i,1.5,12%,-0.6,60,-2%,0%,1%,1.0%,20%,-8%
Cc1ccc(-c2ocnc2C(=O)Nc2ccccc2NC(=O)c2ccccn2)cc1,i,1.1,4%,1.6,43,8%,6%,-6%,-1.4%,24%,-4%
CCC(=O)c1ccc(OC(=O)N2CCOCC2)cc1,i,0.5,2%,-0.5,60,2%,4%,-2%,-1.6%,0%,-2%
O=C(NCc1ccco1)c1ccc(NS(=O)(=O)c2cccc([N+](=O)[O-])c2)cc1,i,0.5,5%,-0.3,51,-2%,3%,11%,-0.5%,4%,-5%
CN(Cc1ccccc1)C(=O)CCC1CCN(S(C)(=O)=O)CC1,i,0.4,-12%,-0.4,51,-5%,1%,2%,-0.2%,4%,0%
COc1ccc2[nH]c(C(=O)O)c(CCNC(=O)/C=C/c3ccc(O)c(OC)c3)c2c1,i,0.8,-4%,-0.9,98,2%,?,5%,1.8%,-4%,-3%
COC(=O)C1(c2ccccc2)NC(c2cccs2)C2C(=O)N(C)C(=O)C21 (centres undefined),i,0.9,11%,0.8,51,3%,6%,1%,17%,22%,4%
COc1cc(C)c(S(=O)(=O)Nc2ccccc2F)cc1C,i,1.2,11%,0.2,39,21%,1%,0%,-1.1%,-2%,-10%
COP(=O)(OC)c1nc(-c2ccc([N+](=O)[O-])cc2)oc1N1CCCCC1,i,0.7,5%,-0.9,85,-9%,9%,5%,0.0%,7%,-3%
COc1ccc2oc(=O)c(C(=O)NCc3ccccn3)cc2c1,i,0.4,21%,0.1,40,2%,5%,-3%,-2.2%,48%,-9%
Cc1cccc(NC(=O)c2ccc([N+](=O)[O-])o2)c1,?,.,-10%,7.4,43,-3%,12%,3%,1.1%,-5%,-5%
O=c1cc(-c2ccccc2)nc2c(-c3ccccc3)c(C(F)(F)F)[nH]n12,i,0.3,2%,1.1,52,-8%,.,5%,18µM*,-4%,-8%
O=C(Nc1ccccc1)Nc1nnc(-c2ccccc2)s1,i,0.6,2%,0.0,53,-1%,1%,-1%,-0.5%,6%,-1%
O=C1C(CCCNC(=S)NCc2ccccc2)NC(=S)N1Cc1ccccc1 (centres undefined),i,0.0,7%,3.0,90,7%,3%,-4%,-1.5%,5%,-10%
COc1ccc(S(=O)(=O)NCC2CCCN(C(=O)c3ccccc3)C2)cc1 (centres undefined),i,0.3,5%,0.8,51,0%,13%,-1%,-1.0%,10%,-5%
Cc1cc(C(F)(F)F)nc(Nc2nc(C)c3ccccc3n2)n1,i,0.2,3%,-1.4,61,0%,0%,0%,0.2%,-8%,-3%
O=C(Nc1cc(Cl)ccc1N1CCCCC1)c1cccs1,i,1.5,6%,0.3,63,0%,8%,0%,5.5%,-1%,10%
Cc1ccc(NC(=O)Cn2nc(C)c(S(=O)(=O)N(C)C)c2C)cc1,i,0.1,-4%,1.7,60,-1%,8%,12%,-1.0%,4%,0%
CC(C)(C)NC(=O)CN(Cc1ccccc1)S(=O)(=O)c1ccccc1,i,0.7,-2%,0.8,48,0%,9%,2%,3.5%,6%,-7%
CC1CCN(C(=O)c2ccc(CSc3ccc(Cl)cc3)cc2)CC1,i,0.4,13%,3.5,63,-2%,7%,8%,-1.8%,2%,2%
Cc1cccc(CC(=O)N2CCC(n3nccc3NC(=O)C3CC3)CC2)c1,i,0.9,1%,-0.3,54,-1%,4%,2%,-0.7%,-11%,-11%
Cc1ccc2c(N)c(C(=O)c3ccccc3)sc2n1,i,0.2,2%,0.1,44,-10%,13%,-1%,-2.6%,-20%,-3%
CC(C)NC[C@@H](O)COc1ccc(CC(N)=O)cc1,i,2.3,.,-1.6,53,-8%,7%,.,.,.,.
CCCN1CCC(N(C)CCc2ccc(OC)c(OC)c2)CC1,i,6.2,4%,-0.2,65,0%,4%,24%,-0.8%,-7%,-11%
CCOC(=O)Cc1cc(=O)n2[nH]c(-c3ccc(Cl)cc3)cc2n1,i,1.9,-1%,0.2,59,-12%,6%,2%,2.2%,-1%,-6%
COc1ccc(C(=O)NCC(=O)NCC(=O)OCc2ccc(Br)cc2)cc1,i,0.2,-2%,0.1,57,-9%,-2%,1%,-2.3%,-22%,-7%
COc1ccc(CCNC(=O)CN(c2cccc([N+](=O)[O-])c2)S(C)(=O)=O)cc1,i,0.5,0%,0.2,53,-5%,6%,0%,0.2%,-12%,-12%
Cc1cc(/C=C2/SC(=O)N(CC(=O)OC(C)C)C2=O)c(C)n1C,i,6.0,5%,0.9,60,-6%,7%,4%,0.3%,-9%,-3%
